# From PubChem
# GRK2 aptamer HTS: compounds blocking aptamer binding on GRK2 – biochemical, human GRK2, bead flow cytometry, HTS, primary screen. Beta-adrenergic receptor kinase 1 (Homo sapiens), P25098. FAM-aptamer displacement from GRK2. inhibition of aptamer binding, % at 10 µM. 0.59% of 330,000 active. AID 488847, 2010;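 active = inhibition of aptamer binding above 40%, roughly 3 SD of noise, on plates passing a quality check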;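 note: median bead fluorescence of bound FAM aptamer so fluorescent compounds give negative values; no value below 0 was filed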
# VLA-4 inh: inhibition in human VLA-4 binding assay, primary screen, VLA-4 allosteric modulator project, MLPCN library, flow cytometry, VLA-4 expressing cells | Integrin alpha-4 (Homo sapiens), P13612 | ligand binding flow cytometry | inhibition, % (about 7 µM as worked out from the volumes in the protocol) | 0.2% of 330,000 active | AID 2557, 2010; in the data active = inhibition above about 50%
# CIT2 TOR yeast: modulators of CIT2-GFP expression in yeast, primary screen, S. cerevisiae, GFP fusion, multiplex flow cytometry, MLPCN library; GFP response vs DMSO, % at 10 µM; AID 2029, 2009; 0.065% of 320,000 active; S. cerevisiae CIT2-GFP strain, 3 h; 100 means same as DMSO wells;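 active = GFP response relative to DMSO above a set limit, near the screen mean plus 3 SD, cut at about 150% in these data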;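 note: ratio of well median GFP fluorescence to mean of DMSO wells on the plate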
# CR mimetic SO: reduction of superoxide in aged yeast, primary screen, HTS; 0.18% of 330,000 active; AID 2690, 2010; superoxide response (% of plate mean), % at 10 µM; S. cerevisiae aged cells, superoxide DHE fluorescence; active compounds read low;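 active = superoxide response under a set limit, about three screen SD below normal, cut at about 65% in these data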;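 note: yeast aged for seven days with compound at 30 °C before DHE staining; 100% = average MFI of all compound-treated wells on the plate with controls excluded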
# MEX-5 binding: MEX-5 zinc finger RNA-binding disruptors – biochemical, C. elegans, fluorescence polarization, MLPCN library, primary screen | MEX-5/FITC-TCR2 RNA binding; active compounds read low | activity score (negative = inhibition of binding), % at 10 µM | 0.38% of 300,000 active;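 active = inhibition past about -25% in most replicates, and total fluorescence under double the plate's negative control median, limit read from the data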;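 note: 0% = DMSO and -100% = 5 µM competing unlabeled TCR2 RNA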
# Target sequence (Q9XUB2 whole entry, looked up): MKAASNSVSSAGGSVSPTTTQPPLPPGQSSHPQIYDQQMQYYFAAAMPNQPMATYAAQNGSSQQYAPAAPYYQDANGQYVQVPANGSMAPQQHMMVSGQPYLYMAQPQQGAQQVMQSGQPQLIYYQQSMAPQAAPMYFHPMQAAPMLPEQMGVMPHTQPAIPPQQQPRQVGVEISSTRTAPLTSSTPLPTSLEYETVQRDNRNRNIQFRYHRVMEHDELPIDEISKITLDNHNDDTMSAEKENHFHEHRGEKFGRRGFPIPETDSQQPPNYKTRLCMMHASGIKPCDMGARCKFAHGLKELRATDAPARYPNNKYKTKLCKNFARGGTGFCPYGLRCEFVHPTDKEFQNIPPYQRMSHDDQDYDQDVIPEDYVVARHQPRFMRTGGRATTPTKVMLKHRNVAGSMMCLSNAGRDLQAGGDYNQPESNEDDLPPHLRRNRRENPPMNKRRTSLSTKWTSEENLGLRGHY
# MCL1 BIM primary: inhibitors of MCL1 binding to BIM-BH3, primary screen, biochemical, fluorescence polarization. 0.68% of 320,000 active. Induced myeloid leukemia cell differentiation protein Mcl-1 (Homo sapiens), Q07820. inhibition, % at 10.9 µM. GST-MCL1 / FITC-Bim-BH3 fluorescence polarization;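 active = inhibition above the mean inhibition of all tested compounds plus 3 SD, set per campaign, cut at about 40% in these data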;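 note: 0% = DMSO wells and 100% = unlabeled Bim-BH3 peptide control; higher means more loss of mP so more displacement of Bim peptide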
# Target sequence (Q07820 whole entry, looked up): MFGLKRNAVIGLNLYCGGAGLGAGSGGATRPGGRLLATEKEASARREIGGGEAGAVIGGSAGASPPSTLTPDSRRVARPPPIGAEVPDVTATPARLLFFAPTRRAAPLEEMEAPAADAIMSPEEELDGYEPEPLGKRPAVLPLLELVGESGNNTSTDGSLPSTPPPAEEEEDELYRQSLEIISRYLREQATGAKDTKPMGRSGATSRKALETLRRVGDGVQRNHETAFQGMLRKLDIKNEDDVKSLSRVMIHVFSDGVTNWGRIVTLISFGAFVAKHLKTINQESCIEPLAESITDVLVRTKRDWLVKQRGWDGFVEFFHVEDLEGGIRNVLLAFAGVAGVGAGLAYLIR
# GLD-1 RNA inh: GLD-1/TGE RNA complex disruptors, primary screen, biochemical, fluorescence polarization; 0.44% of 320,000 active; Female germline-specific tumor suppressor gld-1 (Caenorhabditis elegans), Q17339; AID 2280, 2010; inhibition, % at 5.96 µM; purified GLD-1 + fluorescein TGE RNA;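 active = percent inhibition above a per-plate cutoff, the plate mean of test compounds plus 3 SD, cut at about 30% in these data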;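 note: 0% = DMSO wells with GLD-1 and probe and 100% = wells lacking GLD-1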
# AGP1-GFP MLPCN: modulators of AGP1-GFP expression in yeast TOR pathway, primary screen, cell-based, multiplex flow cytometry, S. cerevisiae, MLPCN library. GFP response vs DMSO, % at 10 µM. 3 h; GFP as percent of DMSO wells. AID 2066, 2009. 0.02% of 320,000 active;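 active = GFP response relative to DMSO above a set limit, near screen average plus 3 SD, cut at about 150% in these data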;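 note: median GFP channel fluorescence of the gated AGP1 strain per well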
# Bcl-xL primary: inhibitors of human Bcl-xL, primary screen, biochemical, fluorescence polarization, HTS; 0.7% of 320,000 active; GST-Bcl-xL / FITC-Bim BH3 peptide fluorescence polarization; Bcl-2-like protein 1 (Homo sapiens), Q07817; inhibition, % at 10.9 µM;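 active = inhibition above the mean of all tested compounds plus 3 SD, cutoff set per campaign, cut at about 30% in these data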;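 note: 0% = DMSO wells and 100% = unlabeled Bim-BH3 peptide competitor; inhibitors lower millipolarization by displacing the labeled peptide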
# Target sequence (Q07817 whole entry, looked up): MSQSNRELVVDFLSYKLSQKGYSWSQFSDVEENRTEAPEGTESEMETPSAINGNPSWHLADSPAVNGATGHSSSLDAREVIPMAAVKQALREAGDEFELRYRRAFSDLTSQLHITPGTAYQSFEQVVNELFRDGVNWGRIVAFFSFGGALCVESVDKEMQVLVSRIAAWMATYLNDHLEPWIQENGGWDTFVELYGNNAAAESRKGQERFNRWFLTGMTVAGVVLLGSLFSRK
# * = called active by the depositor; / = not tested or not shown; [ ] = another dose, or the depositor's remark.
nr	Compound	GRK2 aptamer HTS	VLA-4 inh	CIT2 TOR yeast	CR mimetic SO	MEX-5 binding
1	CC(C)(C)n1nnnc1C(c1cccs1)N1CCCC2(CCCCC2)C1 (centres undefined)	0	20	105	94	2.2
2	O=S1(=O)[C@H]2C[C@@H]3C=C[C@]2(CN1Cc1ccc(C(F)(F)F)cc1)O3	0	4	91	87	1.6
3	O=C(NCCCN1CCCC1)c1cc(Sc2ccc(F)cc2)nc2ccccc12	0	3	109	101	1.9
4	CCCCn1c(-c2ccsc2)nc2c1c(=O)[nH]c(=O)n2CCC	0	45	94	97	-0.4
5	Cc1cccc(C(=O)N2CCc3c([nH]c4ccccc34)C2CC(C)C)n1 (centres undefined)	0	3	89	106	2.0
6	CCCCn1c(N)c(N(CCC(C)C)C(=O)Cc2ccc(S(=O)(=O)N3CCOCC3)s2)c(=O)[nH]c1=O	2	0	107	76	-2.7
7	COc1cccc(C2C(C#N)=C(N)Oc3cc(N)ccc32)c1OC (centres undefined)	0	7	99	103	2.8
8	CCCCN1C(=N)N([C@@H](CCC)CN2CCC[C@H]2CN2C(N)=NC[C@H]2CC(C)C)C[C@H]1Cc1ccccc1	0	1	99	82	/
9	Cc1c(C(=O)N(C)Cc2ccccc2)oc2c(Cl)cccc12	0	-2	101	102	0.2
10	CCCOC(=O)C1=C(C)NC2=C(C(=O)C(C(=O)OC)C(C)C2)C1c1ccc(N(C)C)cc1 (centres undefined)	1	-7	106	79	-0.8
11	CCN(CC)CCNC(=O)CNC(=S)N(CCCN1CCOCC1)Cc1cccs1	0	10	107	97	0.0
12	CC(C)Oc1ccc(NC(=O)C2CCCNC2=O)cc1 (centres undefined)	2	-4	117	97	0.5
13	CCN(CC(=O)Nc1c(F)cccc1F)C(=O)CCCc1nc2ccccc2c(=O)[nH]1	0	2	98	102	-1.2
14	CCCC(NC(=O)COc1cc2c(c3oc(=O)c(C)c(C)c13)CCC(C)(C)O2)C(=O)O (centres undefined)	2	-1	98	77	0.2
15	Cc1nn(Cc2ccc(Cl)cc2)c2sc(C(=O)OCC(N)=O)cc12	2	1	110	111	0.6

nr	MCL1 BIM primary	GLD-1 RNA inh	AGP1-GFP MLPCN	Bcl-xL primary
1	2	-2	106	0
2	5	3	93	11
3	9	2	107	2
4	-5	4	101	8
5	6	12	100	9
6	-2	4	113	4
7	2	4	102	3
8	/	1	107	/
9	2	3	101	-1
10	-2	-2	103	2
11	2	7	112	1
12	-1	8	112	6
13	10	3	105	7
14	2	-6	91	10
15	36	-5	100	1

# Compound profiles, as listed above. Order of values: GRK2 aptamer HTS | VLA-4 inh | CIT2 TOR yeast | CR mimetic SO | MEX-5 binding | MCL1 BIM primary | GLD-1 RNA inh | AGP1-GFP MLPCN | Bcl-xL primary
# Record of Cc1cccc(C(=O)N2CCc3c([nH]c4ccccc34)C2CC(C)C)n1 (centres undefined) = 0 | 3 | 89 | 106 | 2.0 | 6 | 12 | 100 | 9
# Record of CCCC(NC(=O)COc1cc2c(c3oc(=O)c(C)c(C)c13)CCC(C)(C)O2)C(=O)O (centres undefined) = 2 | -1 | 98 | 77 | 0.2 | 2 | -6 | 91 | 10
# Record of CCCCN1C(=N)N([C@@H](CCC)CN2CCC[C@H]2CN2C(N)=NC[C@H]2CC(C)C)C[C@H]1Cc1ccccc1 = 0 | 1 | 99 | 82 | / | / | 1 | 107 | /

# Going on with the list:
nr	Compound	GRK2 aptamer HTS	VLA-4 inh	CIT2 TOR yeast	CR mimetic SO	MEX-5 binding
16	Cc1ccc(-c2nc3ncccn3c2NC2CCCC2)o1	6	7	88	101	0.0
17	Cc1ccc(S(=O)(=O)N(Cc2ccccc2F)C(=O)N2CCN(C)CC2)cc1	3	12	93	105	-0.7
18	C[C@@H]1CN([C@@H](C)CO)C(=O)c2cccc(NC(=O)c3ccncc3)c2O[C@@H]1CN(C)Cc1ccc(-c2ccccc2)cc1	0	-13	/	97	/
19	Fc1ccc(-c2cnc3n2CCCCC3)cc1	0	-18	109	83	0.8
20	C[C@H]1CN([C@@H](C)CO)C(=O)c2cc(NC(=O)C3CCCCC3)ccc2O[C@H]1CN(C)S(=O)(=O)c1ccccc1	0	2	/	108	/
21	COc1cc(C2SCC(=O)N2Cc2ccccc2)cc(OC)c1OC (centres undefined)	0	3	102	113	1.7
22	O=C(Nc1ccc2c(c1)OCO2)NC1(C(F)(F)F)Oc2ccccc2O1	1	-7	96	95	0.7
23	COc1ccc(NC(=O)/C(=C/c2ccc3c(c2)OCO3)NC(C)=O)cc1	4	4	102	99	-1.0
24	CCOC(=O)c1c(/N=C/C2C(=O)CCCC2=O)sc(C)c1C	0	21	84	114	-8.7
25	Cc1cccc(C)c1NC(=O)CSc1nc2ccccc2c(=O)[nH]1	0	23	102	105	0.2
26	Clc1ccccc1SCc1nc2ccccc2[nH]1	0	4	97	87	-0.8
27	Cc1cc(NC(=O)COC(=O)c2cc(S(=O)(=O)N(C)c3ccccc3)ccc2Cl)no1	5	-1	103	107	-1.8
28	O=C(c1ccc(COc2ccccc2Cl)o1)N1N=C(C(F)F)CC1(O)C(F)F (centres undefined)	2	2	89	103	0.8
29	COC(=O)c1ccc(NS(=O)(=O)c2ccc(OC)cc2)cc1	0	8	94	90	-0.7
30	COc1ccc(NC(=S)N2CCC(C(=O)c3ccc(F)cc3)CC2)c(OC)c1	2	2	64	101	-0.5

nr	MCL1 BIM primary	GLD-1 RNA inh	AGP1-GFP MLPCN	Bcl-xL primary
16	10	6	/	9
17	-4	3	103	3
18	/	-9	/	/
19	-2	-5	100	0
20	/	-4	/	/
21	-2	2	96	3
22	18	5	105	13
23	-4	-7	103	1
24	10	0	95	1
25	12	1	101	6
26	-7	7	97	-1
27	-4	-7	103	-2
28	1	4	115	2
29	-1	-2	91	3
30	-1	-3	74	1

# Following part.
nr	Compound	GRK2 aptamer HTS	VLA-4 inh	CIT2 TOR yeast	CR mimetic SO	MEX-5 binding
31	O=C(COC(=O)c1ccc(O)cc1O)NNC(=O)c1cccs1	3	-3	101	107	/
32	O=C(COC(=O)C12CC3CC(CC(Br)(C3)C1)C2)Nc1ccc2[nH]c(=O)[nH]c2c1	0	-14	107	98	3.7
33	CCC(=O)NNC(=O)CCC(=O)Nc1ccc(C)cc1C	0	-2	87	102	0.4
34	Cc1c(Cl)cccc1NC(=O)CSc1ncnc2c1cnn2CCc1ccccc1	1	3	94	102	0.3
35	Nc1ccc(N=Nc2ccc(N)cc2)cc1	3	-3	95	97	0.9
36	CC(=O)c1ccc(NC(=O)C2CCCNC2=O)cc1 (centres undefined)	2	3	97	94	-1.5
37	NC(=O)C1CCN(c2nc(-c3ccccc3F)cs2)CC1	0	-9	/	109	/
38	CC1CN(CCCCOc2ccc(F)cc2)CC(C)O1 (centres undefined)	1	-5	102	89	-1.4
39	CN(C)c1nc(-c2ccccc2)ncc1S(=O)(=O)c1ccccc1	3	0	97	84	3.1
40	CCOC(=O)C1CSc2[nH]c(=O)sc2C1c1ccccc1 (centres undefined)	2	-6	100	86	-4.2
41	COc1cc(C(=O)Oc2cccc(C(=S)N3CCOCC3)c2)cc(OC)c1OC	5	-2	103	93	1.9
42	COc1cccc(C(=O)NCC(c2ccco2)N2CCc3ccccc3C2)c1 (centres undefined)	0	11	107	93	3.4
43	Nc1cc(C(=O)N2CCN(c3ccc([N+](=O)[O-])cc3)CC2)ccc1N1CC2CC(C1)c1cccc(=O)n1C2 (centres undefined)	3	14	103	111	-1.6
44	CCOc1ccccc1N1CCN(C(=O)C(Sc2ccccc2)c2ccccc2)CC1 (centres undefined)	1	7	91	104	-0.1
45	Cc1cccc(CSCCNC(=S)Nc2ccccc2)c1	0	-4	91	82	0.3

nr	MCL1 BIM primary	GLD-1 RNA inh	AGP1-GFP MLPCN	Bcl-xL primary
31	-24	6	105	-9
32	-2	1	99	4
33	-3	5	102	0
34	1	2	95	-2
35	-7	-17	102	-1
36	3	1	106	0
37	/	6	/	/
38	3	1	102	9
39	1	5	99	5
40	6	0	103	16
41	9	2	97	3
42	1	2	106	0
43	-1	2	108	6
44	6	14	96	8
45	11	8	89	0

# Part of the list above in another layout.
entry	Structure	GRK2 aptamer HTS	VLA-4 inh	CIT2 TOR yeast	CR mimetic SO	MEX-5 binding	MCL1 BIM primary	GLD-1 RNA inh	AGP1-GFP MLPCN	Bcl-xL primary
44	CCOc1ccccc1N1CCN(C(=O)C(Sc2ccccc2)c2ccccc2)CC1 (centres undefined)	1	7	91	104	-0.1	6	14	96	8
37	NC(=O)C1CCN(c2nc(-c3ccccc3F)cs2)CC1	0	-9	/	109	/	/	6	/	/

# The list goes on.
nr	Compound	GRK2 aptamer HTS	VLA-4 inh	CIT2 TOR yeast	CR mimetic SO	MEX-5 binding
46	COc1ccc(C(=O)Nc2nc(CC(=O)NCCc3ccccc3OC)cs2)cc1	0	7	103	94	-2.1
47	N#C/C(=C\c1cccs1)C(=O)Nc1ccccn1	5	4	108	95	-20
48	Cc1ccc(NC(=O)c2ccc(CSc3nnnn3C)cc2)cc1	6	-7	95	109	0.6
49	Clc1ccc(Cl)c(OCCN2CCCC2)c1	0	3	98	96	-3.6
50	Cc1cc(C)cc(NS(=O)(=O)c2coc(C(N)=O)c2)c1	0	28	101	98	-1.4
51	CC(C)NC(=O)COC(=O)c1ccc(NS(=O)(=O)c2ccc3c(c2)OCCO3)cc1	5	2	94	101	0.6
52	N#C/C(=C\c1cccc(Oc2ccccc2)c1)C(=O)N1CCOCC1	0	21	70	77	1.1
53	COc1ccc(C2CC(=O)Nc3cc(C)c(C)cc32)c(OC)c1OC (centres undefined)	1	8	93	101	0.8
54	COC(=O)c1cc(Br)c(=O)n(Cc2cccnc2)c1	5	0	111	102	1.6
55	COC(=O)c1ccc(CNC(=O)c2ccc(OC)c(S(=O)(=O)NC3CCCC3)c2)cc1	0	3	96	86	/
56	C=CCn1c(C)cc(C(=O)COC(=O)/C=C/c2cccc(OC)c2)c1C	3	-4	96	119	0.9
57	CC(=O)Nc1ccc2c(c1)nc(C)n2-c1ccccc1	0	-1	100	91	0.6
58	CC(=O)Nc1ccc(C(=O)Nc2cc(C)on2)cc1	0	6	100	109	3.2
59	CC(C)n1ncc2c(C(=O)N3CCN(Cc4ccc(Br)s4)CC3)cc(C3CC3)nc21	4	0	99	93	/
60	CCOc1ccc(NS(=O)(=O)c2ccc(C(=O)N3CCCCC3)cc2)cc1	0	3	108[may fluoresce green]	105	4.8

nr	MCL1 BIM primary	GLD-1 RNA inh	AGP1-GFP MLPCN	Bcl-xL primary
46	6	1	104	0
47	57*	30	97	55*
48	8	-1	94	9
49	0	4	98	6
50	10	6	106	3
51	2	11	96	0
52	-3	-8	86	-1
53	4	5	98	6
54	7	3	101	1
55	6	4	95	-2
56	-4	-1	102	2
57	-4	-5	99	0
58	3	5	98	7
59	1	0	99	1
60	7	2	101[may fluoresce green]	2
